Screening results as filed in PubChem BioAssay.
PAFAH1B2 FP inh – PAFAH1B2 enzyme inhibitors, primary screen, biochemical, fluorescence polarization, human. Platelet-activating factor acetylhydrolase IB subunit alpha2 (Homo sapiens), P68402. recombinant PAFAH1B2, FP-rhodamine activity probe. inhibition, % at 3.39 µM. actives 1.2% (n = 340,000). AID 492953, 2010;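 active means inhibition above the mean of all tested compounds plus 3 SD, cut at about 24% in these data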;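 further: 0% = enzyme with DMSO and 100% = wells lacking PAFAH1B2; many of its hits are not listed in these tables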
PME-1 primary – PME-1 inhibitors via competitive probe labeling, primary screen, biochemical, fluorescence polarization, FP-Rh probe, HTS; Protein phosphatase methylesterase 1 (Homo sapiens), Q9Y570; recombinant PME-1; inhibition, % at 5.9 µM; actives 0.53% (n = 320,000); AID 2130, 2009;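 active means inhibition above the campaign mean of all compounds plus 3 SD, cut at about 26% in these data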;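 further: competitive labeling of PME-1 active site by serine hydrolase directed probe; 0% = PME-1 with DMSO and 100% = wells lacking PME-1 enzyme; inhibitors block probe labeling so polarization falls and inhibition rises; many of its hits are not listed in these tables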
PAFAH2 inh – PAFAH2 enzyme inhibitors, primary screen, biochemical, fluorescence polarization, human; recombinant PAFAH2, FP-rhodamine activity probe; inhibition, % at 3.39 µM; actives 0.99% (n = 340,000);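 active means inhibition above the mean over all tested compounds plus 3 SD, cut at about 30% in these data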;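 further: inhibitors block probe labeling of enzyme so polarization drops; 0% = enzyme with DMSO and 100% = wells lacking PAFAH2 protein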
LYPLA1 inh – LYPLA1 inhibitors, primary screen, counter-screen for PME1 inhibitor project, biochemical, fluorescence polarization, FP-Rh probe ABPP; actives 0.16% (n = 320,000); inhibition, % at 5.9 µM; recombinant LYPLA1;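 active means inhibition above the mean of all tested compounds plus 3 SD, set per campaign, cut at about 14% in these data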;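 further: inhibitors block serine hydrolase probe labeling of LYPLA1 so polarization falls; 0% = enzyme with DMSO and 100% = wells lacking LYPLA1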
GSTO1 counter – inhibitors of recombinant GSTO1, primary screen, counter-screen for RBBP9 inhibitor project, biochemical, fluorescence polarization. Glutathione S-transferase omega-1 (Homo sapiens), P78417. activity-based probe fluorescence polarization. inhibition, % at 5.96 µM. actives 1.1% (n = 300,000). AID 1974, 2009;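 active means inhibition above the campaign mean inhibition plus 3 SD, cut at about 35% in these data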;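 further: 0% = GSTO1-1 with DMSO and 100% = wells lacking GSTO1-1 enzyme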
PAD4 FP inh – human PAD4 inhibitors, primary screen, biochemical, fluorescence polarization, 1536-well format. recombinant PAD4, RCA probe fluorescence polarization. inhibition, % at 6.36 µM. actives 0.41% (n = 330,000). AID 485272, 2010;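 active means percent inhibition above a cutoff equal to the mean of all tested compounds plus 3 SD, cut at about 15% in these data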;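 further: 0% = PAD4 with RCA probe and DMSO and 100% = probe without PAD4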
Target sequence (Q9UM07 whole entry, looked up): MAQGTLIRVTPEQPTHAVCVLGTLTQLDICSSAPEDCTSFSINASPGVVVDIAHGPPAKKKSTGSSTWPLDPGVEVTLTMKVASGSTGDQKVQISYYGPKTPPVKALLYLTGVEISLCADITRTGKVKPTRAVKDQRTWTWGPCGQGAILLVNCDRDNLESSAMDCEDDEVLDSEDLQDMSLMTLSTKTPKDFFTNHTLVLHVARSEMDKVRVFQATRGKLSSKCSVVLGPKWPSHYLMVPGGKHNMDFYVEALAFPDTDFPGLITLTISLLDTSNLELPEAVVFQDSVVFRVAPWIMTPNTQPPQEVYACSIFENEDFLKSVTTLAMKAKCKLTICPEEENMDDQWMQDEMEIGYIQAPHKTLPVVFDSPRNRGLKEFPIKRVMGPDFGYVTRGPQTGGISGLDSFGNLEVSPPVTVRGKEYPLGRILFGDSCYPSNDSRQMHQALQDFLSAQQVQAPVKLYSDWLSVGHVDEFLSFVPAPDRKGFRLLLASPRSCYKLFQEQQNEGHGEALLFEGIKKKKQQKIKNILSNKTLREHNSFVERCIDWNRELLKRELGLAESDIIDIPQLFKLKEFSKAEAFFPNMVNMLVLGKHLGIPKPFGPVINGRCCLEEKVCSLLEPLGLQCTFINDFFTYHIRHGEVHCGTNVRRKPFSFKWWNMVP
LYPLA2 counter – LYPLA2 inhibitors, primary screen, counter-screen for PME1 inhibitor project, biochemical, fluorescence polarization, FP-Rh probe ABPP; Acyl-protein thioesterase 2 (Homo sapiens), O95372; recombinant LYPLA2; inhibition, % at 5.9 µM; actives 0.38% (n = 320,000); AID 2177, 2009;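 active means inhibition above the screen-wide mean plus 3 SD, limit set per campaign, cut at about 26% in these data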;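 further: 0% = LYPLA2 with DMSO and 100% = wells lacking LYPLA2 enzyme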
Target sequence (O95372 whole entry, looked up): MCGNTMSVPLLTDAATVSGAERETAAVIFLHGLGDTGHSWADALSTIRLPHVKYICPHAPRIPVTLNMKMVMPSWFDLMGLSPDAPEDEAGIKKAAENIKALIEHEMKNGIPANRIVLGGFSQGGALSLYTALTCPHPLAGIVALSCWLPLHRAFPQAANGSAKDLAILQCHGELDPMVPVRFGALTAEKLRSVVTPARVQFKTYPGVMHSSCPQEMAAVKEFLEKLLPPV
PAFAH1B3 FP inh – PAFAH1B3 enzyme inhibitors, primary screen, biochemical, fluorescence polarization, human; Platelet-activating factor acetylhydrolase IB subunit alpha1 (Homo sapiens), Q15102; recombinant PAFAH1B3, FP-rhodamine probe; inhibition, % at 3.39 µM; actives 0.28% (n = 340,000); AID 492972, 2010;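 active means inhibition above the screen-wide average of all tested compounds plus 3 SD, cut at about 25% in these data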;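 further: 0% = enzyme with DMSO only and 100% = wells lacking PAFAH1B3 protein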
pPAFAH FP inh – pPAFAH enzyme inhibitors, primary screen, biochemical, fluorescence polarization, human; Platelet-activating factor acetylhydrolase (Homo sapiens), Q13093; recombinant pPAFAH, FP-rhodamine probe fluorescence polarization; inhibition, % at 3.39 µM; actives 1.5% (n = 330,000);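 active means inhibition above the mean inhibition across the screen plus 3 SD, cut at about 25% in these data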;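 further: inhibitors block binding of the rhodamine activity-based probe so polarization drops; 0% = enzyme with DMSO and 100% = wells lacking pPAFAH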
* hit, by the source's call; · = not tested or not shown. An excerpt; the hit share may differ from the screen's.

(1) CCC(C)NC(=O)Nc1ccccc1C (stereo not given)
(2) CCn1c(SCC(=O)NC2CC2)nnc1-c1cccc(OC)c1
(3) COc1ccc(C(=O)NCC(=O)NC2=NCCS2)cc1
(4) CCSc1nnc(-c2ccc(S(=O)(=O)NCc3cccs3)cc2)o1
(5) O=C(Nc1ccccc1C(F)(F)F)c1cnccn1

assay / compound | 1 | 2 | 3 | 4 | 5
PAFAH1B2 FP inh | 4.2 | 3.2 | 2.9 | 6.6 | -3.2
PME-1 primary | 1.6 | 3.4 | 4.5 | 1.3 | -6.9
PAFAH2 inh | -1.2 | -70.1 | -6.6 | -16.0 | -1.5
LYPLA1 inh | 0.9 | 2.1 | 1.1 | -1.4 | 3.7
GSTO1 counter | 2.0 | -4.6 | 3.3 | 4.1 | 0.7
PAD4 FP inh | 0.8 | -5.7 | -2.8 | -3.0 | -9.2
LYPLA2 counter | -3.3 | 4.7 | 1.1 | 5.9 | 0.3
PAFAH1B3 FP inh | 5.4 | 5.9 | -5.4 | 9.8 | 1.7
pPAFAH FP inh | -2.2 | -1.1 | 1.8 | 4.2 | -1.0

(6) CCC1C(=O)NCCN1C(=O)c1cc(COc2cc(C)ccc2C)on1 (stereo not given)
(7) O=C1C2CCCN2C(c2ccc(Cl)cc2)N1c1nccs1 (stereo not given)
(8) O=C(NC1CCCCC1)C(c1cccs1)N(CCCN1CCOCC1)C(=O)c1ccc(-c2ccccc2)[nH]1 (stereo not given)
(9) Cc1ccc(CCN2CC(C(=O)NCCCN3CCCCC3)CC2=O)cc1 (stereo not given)
(10) CCC(=O)Nc1ccc2c(c1)nc(CN1CCCCC1)n2C

assay / compound | 6 | 7 | 8 | 9 | 10
PAFAH1B2 FP inh | 3.6 | 3.0 | -0.9 | 0.8 | 4.0
PME-1 primary | -5.2 | -3.2 | 0.5 | -1.0 | 0.9
PAFAH2 inh | 6.7 | -5.6 | -4.2 | 1.2 | 1.0
LYPLA1 inh | -0.2 | -0.8 | 0.3 | 1.1 | 0.2
GSTO1 counter | 13.9 | 0.5 | -0.1 | 4.8 | 1.0
PAD4 FP inh | -0.8 | 3.1 | 63.3* | -2.4 | -0.6
LYPLA2 counter | -2.3 | 3.7 | 1.4 | 9.1 | -0.4
PAFAH1B3 FP inh | 1.4 | -3.5 | 1.6 | 4.0 | 5.8
pPAFAH FP inh | 3.1 | 0.7 | -0.7 | 4.5 | 2.4

(11) Cc1ccc(-c2nn(-c3ccccc3Cl)cc2C(=O)NCC2CCCO2)cc1 (stereo not given)
(12) Cc1nn2c(-c3ccc(Cl)cc3Cl)nnc2s1
(13) O=C(Nc1ccccc1Cl)C1CC(=O)N(Cc2ccco2)C1 (stereo not given)
(14) CCOC(=O)C1(CCOc2ccccc2)CCN(Cc2ccc(F)c(OC)c2)CC1
(15) CCN(CC)CCOC(=O)C1(c2ccc([N+](=O)[O-])cc2)CCCC1

assay / compound | 11 | 12 | 13 | 14 | 15
PAFAH1B2 FP inh | 3.0 | 2.2 | -4.4 | -0.1 | 6.7
PME-1 primary | -4.1 | -1.5 | -1.6 | -6.1 | -5.0
PAFAH2 inh | -3.4 | 4.8 | 0.8 | 4.2 | 0.8
LYPLA1 inh | -1.4 | 2.8 | -0.4 | 1.2 | 0.1
GSTO1 counter | 5.6 | 3.2 | · | 5.6 | 6.4
PAD4 FP inh | -1.5 | 1.7 | -4.7 | -1.4 | -3.6
LYPLA2 counter | -0.5 | 5.9 | -3.2 | 0.5 | 2.9
PAFAH1B3 FP inh | 4.6 | 0.9 | 5.2 | 3.7 | 1.1
pPAFAH FP inh | 6.3 | 1.6 | 1.0 | -1.3 | -2.2

An excerpt of these results, with each value named:
12: Cc1nn2c(-c3ccc(Cl)cc3Cl)nnc2s1
  PAFAH1B2 FP inh = 2.2
  PME-1 primary = -1.5
  PAFAH2 inh = 4.8
  LYPLA1 inh = 2.8
  GSTO1 counter = 3.2
  PAD4 FP inh = 1.7
  LYPLA2 counter = 5.9
  PAFAH1B3 FP inh = 0.9
  pPAFAH FP inh = 1.6
7: O=C1C2CCCN2C(c2ccc(Cl)cc2)N1c1nccs1 (stereo not given)
  PAFAH1B2 FP inh = 3.0
  PME-1 primary = -3.2
  PAFAH2 inh = -5.6
  LYPLA1 inh = -0.8
  GSTO1 counter = 0.5
  PAD4 FP inh = 3.1
  LYPLA2 counter = 3.7
  PAFAH1B3 FP inh = -3.5
  pPAFAH FP inh = 0.7

The results go on:
(16) COc1ccc(C2=NN(C(=O)c3cccs3)C(c3ccccc3OC)C2)cc1OC (stereo not given)
(17) CC(=C\c1ccccc1)/C=C1/SC(=S)N(CCC(=O)O)C1=O
(18) CCn1cc(/C=C(\NC(=O)c2ccc(OC)c(OC)c2)C(=O)N2CCOCC2)c2ccccc21
(19) CCOC(=O)C(O)(CC(=O)Nc1ccc(Cl)cc1Cl)C(F)(F)F (stereo not given)
(20) CCOC(=O)/C(=C/c1ccco1)NC(=O)c1ccc(Br)o1

assay / compound | 16 | 17 | 18 | 19 | 20
PAFAH1B2 FP inh | -1.2 | 5.2 | 0.8 | 5.9 | -2.0
PME-1 primary | -13.2 | -2.3 | 3.3 | -5.4 | 6.0
PAFAH2 inh | 4.3 | 0.6 | -0.6 | 4.5 | -4.8
LYPLA1 inh | -7.1 | -2.9 | 1.5 | -5.2 | -0.4
GSTO1 counter | -9.5 | 3.9 | 6.2 | -3.4 | 4.0
PAD4 FP inh | 3.4 | 5.1 | 5.2 | 2.3 | -5.3
LYPLA2 counter | -10.0 | -11.8 | 0.7 | -8.3 | -2.1
PAFAH1B3 FP inh | -8.7 | -0.5 | -1.4 | 3.5 | 5.7
pPAFAH FP inh | 5.6 | -0.5 | 2.8 | -0.2 | 0.9

(21) Cn1c(=O)oc2cc(S(=O)(=O)NCc3ccccc3)ccc21
(22) Cn1cccc1-c1nc2ccc([N+](=O)[O-])cc2[nH]1
(23) O=C(/C=C/c1cccc(F)c1)OCC(=O)N1CCCc2ccccc21
(24) Cc1sc2nc3n(c(=O)c2c1C)CCCS3
(25) Cc1n[nH]c(=O)c2c(NC(=O)CSc3ncccn3)oc(C)c12
(26) COc1ccc([N+](=O)[O-])cc1/C=N/Nc1nc(N2CCCCC2)nc(N2CCCCC2)n1
(27) CO/N=C/c1ccc(Oc2ccc(C)cc2)c([N+](=O)[O-])c1
(28) COc1ccc(C2=CC(=O)CC(c3ccc(OC)cc3)C2)cc1 (stereo not given)

assay / compound | 21 | 22 | 23 | 24 | 25 | 26 | 27 | 28
PAFAH1B2 FP inh | 3.8 | 5.4 | 0.9 | 2.9 | 2.2 | 5.5 | -0.7 | 1.0
PME-1 primary | -1.4 | 0.7 | -4.8 | 2.2 | -8.4 | -2.3 | 8.7 | 4.5
PAFAH2 inh | -3.4 | 3.0 | 21.4 | -1.9 | 0.5 | 1.3 | 5.5 | 5.9
LYPLA1 inh | -3.3 | 0.8 | -5.8 | 0.6 | -3.1 | 0.0 | 0.8 | 1.0
GSTO1 counter | 7.6 | 18.9 | 5.5 | 6.5 | 4.7 | -0.2 | 0.9 | -0.3
PAD4 FP inh | -4.4 | 1.2 | -1.6 | 0.6 | -4.9 | -3.3 | -2.4 | -0.6
LYPLA2 counter | -1.2 | -1.6 | -5.6 | -1.3 | -4.1 | -9.2 | 7.5 | 9.9
PAFAH1B3 FP inh | 1.1 | -1.1 | 7.2 | 10.2 | 2.8 | 5.0 | 2.6 | -1.5
pPAFAH FP inh | 3.2 | 4.4 | 3.9 | 2.8 | -0.6 | 2.6 | 7.0 | 0.2

A draw from above in order of length of the SMILES, rising:
(1) CCC(C)NC(=O)Nc1ccccc1C (stereo not given)
(24) Cc1sc2nc3n(c(=O)c2c1C)CCCS3
(12) Cc1nn2c(-c3ccc(Cl)cc3Cl)nnc2s1
(7) O=C1C2CCCN2C(c2ccc(Cl)cc2)N1c1nccs1 (stereo not given)
(2) CCn1c(SCC(=O)NC2CC2)nnc1-c1cccc(OC)c1
(22) Cn1cccc1-c1nc2ccc([N+](=O)[O-])cc2[nH]1
(4) CCSc1nnc(-c2ccc(S(=O)(=O)NCc3cccs3)cc2)o1

assay / compound | 1 | 24 | 12 | 7 | 2 | 22 | 4
PAFAH1B2 FP inh | 4.2 | 2.9 | 2.2 | 3.0 | 3.2 | 5.4 | 6.6
PME-1 primary | 1.6 | 2.2 | -1.5 | -3.2 | 3.4 | 0.7 | 1.3
PAFAH2 inh | -1.2 | -1.9 | 4.8 | -5.6 | -70.1 | 3.0 | -16.0
LYPLA1 inh | 0.9 | 0.6 | 2.8 | -0.8 | 2.1 | 0.8 | -1.4
GSTO1 counter | 2.0 | 6.5 | 3.2 | 0.5 | -4.6 | 18.9 | 4.1
PAD4 FP inh | 0.8 | 0.6 | 1.7 | 3.1 | -5.7 | 1.2 | -3.0
LYPLA2 counter | -3.3 | -1.3 | 5.9 | 3.7 | 4.7 | -1.6 | 5.9
PAFAH1B3 FP inh | 5.4 | 10.2 | 0.9 | -3.5 | 5.9 | -1.1 | 9.8
pPAFAH FP inh | -2.2 | 2.8 | 1.6 | 0.7 | -1.1 | 4.4 | 4.2

(25) Cc1n[nH]c(=O)c2c(NC(=O)CSc3ncccn3)oc(C)c12
(27) CO/N=C/c1ccc(Oc2ccc(C)cc2)c([N+](=O)[O-])c1
(14) CCOC(=O)C1(CCOc2ccccc2)CCN(Cc2ccc(F)c(OC)c2)CC1
(16) COc1ccc(C2=NN(C(=O)c3cccs3)C(c3ccccc3OC)C2)cc1OC (stereo not given)
(8) O=C(NC1CCCCC1)C(c1cccs1)N(CCCN1CCOCC1)C(=O)c1ccc(-c2ccccc2)[nH]1 (stereo not given)

assay / compound | 25 | 27 | 14 | 16 | 8
PAFAH1B2 FP inh | 2.2 | -0.7 | -0.1 | -1.2 | -0.9
PME-1 primary | -8.4 | 8.7 | -6.1 | -13.2 | 0.5
PAFAH2 inh | 0.5 | 5.5 | 4.2 | 4.3 | -4.2
LYPLA1 inh | -3.1 | 0.8 | 1.2 | -7.1 | 0.3
GSTO1 counter | 4.7 | 0.9 | 5.6 | -9.5 | -0.1
PAD4 FP inh | -4.9 | -2.4 | -1.4 | 3.4 | 63.3*
LYPLA2 counter | -4.1 | 7.5 | 0.5 | -10.0 | 1.4
PAFAH1B3 FP inh | 2.8 | 2.6 | 3.7 | -8.7 | 1.6
pPAFAH FP inh | -0.6 | 7.0 | -1.3 | 5.6 | -0.7
